Luciferase inh: blocks purified firefly luciferase enzyme activity | P08659 | purified P. pyralis luciferase, luminescence, biochemical | Potency, µM (highest dose often 115 µM), for the others: at the highest dose activity change, negative = inhibition, usual class: inhibitors | 76,000 tested, 2.5% active | AID 1347043; further: potency means the concentration at half of the fitted maximal effect; nearly all actives have a fitted effect of over 65% in size
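Purified P. pyralis luciferase (10nM final) in 50mM Tris acetate pH 7.5, 10mM Mg acetate, 0.01% Tween-20, 0.05% BSA with 10uM D-luciferin and 10uM ATP. Compounds titrated qHTS. Luminescence imaged on CCD.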
IP6K1 inhibitor: inhibitors of human IP6K1; Q92551; IP6K1 kinase, ADP-Glo luminescence, 2 h; stronger effect = lower value; activity change, % (series mostly up to about 58 µM); 140,000 tested, 0.81% active; AID 1645851; in the data active means activity change below about -25%
Target sequence (Q92551 whole entry, looked up): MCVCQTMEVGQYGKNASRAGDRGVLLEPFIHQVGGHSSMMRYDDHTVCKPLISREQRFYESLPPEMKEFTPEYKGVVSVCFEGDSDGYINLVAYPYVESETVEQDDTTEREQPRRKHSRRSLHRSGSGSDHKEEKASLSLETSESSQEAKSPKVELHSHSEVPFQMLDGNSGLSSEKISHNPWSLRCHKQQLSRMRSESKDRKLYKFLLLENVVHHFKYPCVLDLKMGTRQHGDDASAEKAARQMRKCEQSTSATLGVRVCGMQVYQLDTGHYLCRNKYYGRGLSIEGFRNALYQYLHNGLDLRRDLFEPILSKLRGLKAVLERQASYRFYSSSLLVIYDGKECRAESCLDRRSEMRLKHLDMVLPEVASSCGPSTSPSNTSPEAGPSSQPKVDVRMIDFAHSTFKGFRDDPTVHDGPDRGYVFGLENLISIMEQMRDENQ
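ADP-Glo luminescence measures ADP made by human IP6K1 during a 2 h RT reaction with ATP/IP6 (mix at 1.3 mM/130 uM); top library doses 57.5 and 19.1 uM final.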
HEK293 viab: reduces viability of HEK-293 SNCA reporter cells; HEK-293-SNCA-luc viability, GF-AFC fluorescence, 24 h; Potency, µM (highest dose often 57.1 µM), inactives show at the top dose activity change, negative = cytotoxicity, usual class: cytotoxic; 150,000 tested, 0.12% active; AID 1671193;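 further: potency means the concentration at half of the fitted maximal effect; 0% = DMSO-treated cells and -100% = medium-only wells without cells; nearly all actives have a fitted effect of over 30% in size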
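HEK-293-SNCA-luc cells (1500/well) plated 24 h, then exposed 24 h to a dilution series; GF-AFC added 30 min at 37C, fluorescence 405/540 nm; normalised to medium-only and DMSO wells, Hill fit.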
GPT2 inhibitor: GPT2 alanine aminotransferase inhibition | Q8TD30 | Recombinant GPT2, coupled pyruvate oxidase/HRP Amplex Red fluorescence | Potency, µM (titrated, usually from 57.7 µM), without a hit: top-dose activity change, negative = inhibition, hits mostly inhibitors | 100,000 tested, 0.25% active; further: potency means the concentration at half of the fitted maximal effect; nearly all actives have a fitted effect of over 60% in size; many of its hits are not listed in these tables
Target sequence (Q8TD30 whole entry, looked up): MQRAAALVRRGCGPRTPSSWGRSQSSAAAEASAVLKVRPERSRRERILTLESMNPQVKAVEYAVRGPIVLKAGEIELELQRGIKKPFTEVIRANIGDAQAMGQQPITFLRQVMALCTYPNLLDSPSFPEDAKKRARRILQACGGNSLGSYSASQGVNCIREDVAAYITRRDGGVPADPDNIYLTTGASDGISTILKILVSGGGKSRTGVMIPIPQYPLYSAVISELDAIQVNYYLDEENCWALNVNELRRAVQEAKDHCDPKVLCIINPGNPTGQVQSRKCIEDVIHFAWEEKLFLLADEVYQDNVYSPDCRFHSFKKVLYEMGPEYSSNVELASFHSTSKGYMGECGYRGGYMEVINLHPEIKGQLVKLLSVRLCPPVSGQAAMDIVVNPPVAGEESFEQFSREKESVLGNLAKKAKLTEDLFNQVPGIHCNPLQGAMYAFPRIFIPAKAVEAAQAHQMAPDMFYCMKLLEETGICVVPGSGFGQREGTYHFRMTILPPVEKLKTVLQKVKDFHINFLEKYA
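Recombinant GPT2 (10ng/uL) with 250uM a-KG and 2mM L-alanine, 30 min at room temperature, in HEPES pH 7.5 buffer. Pyruvate detected by pyruvate oxidase/HRP/Amplex Red fluorescence after 30 min in the dark; AOA (50uM) as positive control.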
HEK293 tox: kills HEK 293 cells. Potency, µM (highest dose often 115 µM), for inactives: top-dose activity change, negative = cytotoxicity, actives largely listed as inhibitors. HEK 293 viability, ATP luminescence (CellTiter-Glo), 48-72 h. 94,000 tested, 6.6% active; further: potency means the concentration at half of the fitted maximal effect; nearly all actives have a fitted effect of over 60% in size
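Viability of HEK 293 cells, plated at 250 cells/well, was judged by cellular ATP after compound treatment for 48 or 72 hr. Luminescence was imaged 10 min after CellTiter-Glo addition at room temperature.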
NIH3T3 tox: NIH 3T3 cell cytotoxicity; NIH 3T3 viability, CellTiter-Glo ATP luminescence, 48-72 h; Potency, µM (doses to about 96.7 µM), inactives show top-dose activity change, negative = cytotoxicity, hits mostly inhibitors; 94,000 tested, 4.3% active; further: potency means the concentration at half of the fitted maximal effect; nearly all actives have a fitted effect of over 55% in size
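First NIH 3T3 cells are plated at 400 cells/well; next compound is pinned in; then plates incubate 48 or 72 hr at 37 °C; finally CellTiter-Glo is added and luminescence read after 10 min.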
SNCA expr inh: reduces expression of the alpha-synuclein gene; HEK-293 SNCA-luciferase knock-in, luminescence, 24 h; Potency, µM (series often up to 57.2 µM), for the others: at the top dose activity change, negative = inhibition, most hits filed as inhibitors; 140,000 tested, 0.17% active; AID 1671194;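 further: potency means the concentration at half of the fitted maximal effect; plate controls were DMSO cells for no effect and cell-free wells for full effect; nearly all actives have a fitted effect of over 45% in size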
Numbers without * were called inactive; i = inactive; ? = inconclusive; / = no result given; [ ] = dose if it differs, or a comment. Unless noted, the call rests on the fitted dose curve; in most records, active means well fitted curve in the direction sought with a large enough effect; inconclusive means small, poorly fitted or top-dose-only effect, or another doubt; inactive means no such curve, though single readings can be large; an effect the other way counts as inactive or inconclusive. Unless noted, on the % scale 0 is the no-effect control and ±100 the full control effect.

Each structure is followed by: GPT2 inhibitor, Luciferase inh, IP6K1 inhibitor, SNCA expr inh, HEK293 tox, HEK293 viab, NIH3T3 tox
CCOc1ccc(NC(=O)Cn2c(N3CCC(C)CC3)nc(C)cc2=O)cc1
    i, -3%, 23, -27%, ?, -13%, ?
Cc1cc(C2CCCN2C(=O)c2cc(F)cc(F)c2)on1 (centres undefined)
    i, -2%, 0, -18%, -14%, -10%, -17%
c1cncc(COc2cc3c(cn2)NCCN(CC2CCCCC2)C3)c1
    i, 3%[172 µM], -15, 17%[87.6 µM], ?, 1%[87.6 µM], ?
COc1cc(Cl)c(NC(=O)C2CCN(S(=O)(=O)c3c(C)noc3/C=C/c3ccccc3F)CC2)c(OC)c1
    /, /, 7, 9%, /, 6%, /
CCc1ccc(C(=O)N2CCC(Oc3ncccc3C(=O)N3CCCCC3)C2)cc1 (centres undefined)
    -10%, -1%, 14, 27%, -8%, 0%, -39%
COCCN1Cc2ccc(NCc3ccccc3)nc2C(C)(C(=O)Nc2ccc(F)cc2)C1 (centres undefined)
    -24%, 0%, 8, ?, ?, -21%, ?
O=C1CC(c2ccccc2)N(Cc2ccncc2)CCCN(S(=O)(=O)c2cccc(F)c2)CCN1 (centres undefined)
    i, 3%, 1, -1%, 45µM*, -2%, ?
Cc1ccc(NC(=O)Cn2c(=O)n(CCCCC(=O)NCc3ccccc3Cl)c(=O)c3ccccc32)cc1C
    /, /, -7, 26%, /, 2%, /
CCN1C[C@H]2COc3ccccc3[C@H]2N(C(=O)COC)CCC1=O
    /, /, -15, /, ?, /, ?
O=C(O)CCc1cccc(O[C@@H]2O[C@H](CO)[C@@H](O)[C@H](O)[C@H]2O)c1O
    i, /, 0, /, /, -16%, /
O=C1COc2ccc(-c3cc(-c4ccccc4)c4c(n3)-c3cc(Cl)ccc3OC4)cc2N1
    /, /, 1, -16%, /, -3%, /
COCC1CN(C2CCC2)CC12CCN(C(=O)Cc1cccc(OC)c1)CC2 (centres undefined)
    i, 6%, 21, -14%, ?, 3%, ?
Cc1ccc(Cl)cc1NC(=O)c1sc(-n2nc(C)c(Cc3ccc4c(c3)OCO4)c2C)nc1C
    /, /, -21, ?, /, -14%, /
CC(=O)N1CCCN(Cc2nnc(C(=O)N3CCC[C@@H]3C(c3ccccc3)c3ccccc3)n2-c2ccccc2)CC1
    3%, 2%, -13, 15%, ?, -20%, -18%
CCOC(=O)c1ccc(Nc2nc3nonc3nc2Nc2cccc(C)c2C)cc1
    /, /, -5, ?, /, ?, /
Cc1ccc(S(=O)(=O)c2nnn3c2nc(N2CCCC2)c2sccc23)cc1
    /, /, -11, -1%, /, -1%, /
Cc1cccc(N2CCN(C(=O)Cc3c(C(=O)O)c(C)cn3C)CC2)c1C
    /, /, 0, -1%, /, 7%, /
NC(=O)CN1C(=O)CO[C@H]2CN(Cc3ccc(C(F)(F)F)cc3)C[C@H]21
    2%[88.5 µM], 9%[172 µM], -5, 3%[87.6 µM], ?, 0%[87.6 µM], ?
CCCCCCCC(=O)OCC(O)CO (centres undefined)
    ?, /, -14, 19%[25.6 µM], /, ?, /
O=C(C[C@@H]1CCNC[C@@H]1Cc1cc(-c2ccccn2)on1)NCc1ccccc1
    ?, -8%[172 µM], 11, -6%[87.6 µM], 1%[172 µM], -18%[87.6 µM], ?
COc1ccc(Nc2nc(N)nc(CSc3nc4ccccc4s3)n2)cc1
    /, /, -14, 50%[activator], /, -27%, /
CC(CNC(=O)c1noc(-c2ccc3c(c2)OCO3)n1)c1ccccc1 (centres undefined)
    1%, -20%, -13, 5%, -21%, -6%, ?
Cc1ccc(-c2cn3c(n2)CO[C@@H](CNC(=O)C2CCCC2)C3)cc1
    0%[88.5 µM], -12%[172 µM], 0, 3%[87.6 µM], ?, -7%[87.6 µM], -31%[138 µM]
O=C1CC2(CCN(Cc3ccc(F)cc3)CC2)Oc2ccccc2N1c1ccccc1
    0%, 0%, -10, 0%, 50µM*, -7%, ?
CCN1c2cc(C(=O)N3CCC(C(N)=O)CC3)ccc2C(=O)N2CCCCCC21 (centres undefined)
    i, -12%, 0, 11%, 2%, 20%[12.5 µM], 5%
CC(C)c1ccc(N2C(=O)N[C@@H]3CCN(C(=O)C4CCCCC4)[C@@H]3C2=O)cc1
    -16%[88.5 µM], 6%[172 µM], 13, 7%[87.6 µM], -5%[172 µM], -1%[87.6 µM], -13%[138 µM]
COCCNC(=O)c1nc2sccn2c1-c1ccc(C(F)(F)F)cc1
    -15%, /, 23, -26%, -27%, 3%, ?
CCN(CC)C(=O)Cn1cc(SCC(=O)Nc2cccc(F)c2)c2ccccc21
    /, /, 5, 17%, /, 7%, /
CCC(=O)N(C1CCOCC1)C1CCN(S(=O)(=O)c2ccccc2Cl)CC1
    i, -1%, -6, 1%, -3%, 5%, -12%
COC(=O)/C=C/C(=O)N(O)CCCCNCc1ccc(COC(=O)Nc2cccc3ccccc23)cc1
    i, /, -3, /, /, 24µM*, /
C=CCCC(CN1CCCC1)Oc1ccc(-c2ccccc2)nn1 (centres undefined)
    i, -2%, 10, -6%, ?, 5%, ?
CC(C)c1cc(CN(C)C(=O)CN2C(=O)COc3cccnc32)on1
    2%, 0%, -1, 22%, i, -10%, -2%
CCc1nc2c(c(-c3ccc(OC)cc3)n1)CCN(Cc1ccc(OC)cc1)CC2
    i, /, -1, -17%, -19%, 3%, -13%
CN(C)S(=O)(=O)N1CCCC1c1nncn1C1CCCC1 (centres undefined)
    5%, /, 3, -9%, -35%, ?, ?
c1cncc(-c2nc(-c3ccc(OC4CNC4)cc3)no2)c1
    4%, 0%, 12, 72%[activator], ?, 1%, ?
CC(C)n1ccnc1CN1CCc2onc(-c3ccc(Cl)cc3)c2C1
    i, -6%, 12, 4%, ?, -2%, ?
O=C(Cc1ccc(N(Cc2cccc(F)c2)C(=O)c2ccco2)cc1)NCC1CCCO1 (centres undefined)
    -10%, -3%, -4, 0%, ?, -2%, -23%
Cc1cccc(C(=O)Nc2nnc(S(=O)(=O)N(C)Cc3ccccc3)s2)c1
    /, /, 19, -18%, /, -1%, /
Cc1onc(-c2ccccc2Cl)c1C(=O)Oc1ccc(Br)cc1
    /, /, 14, 7%, /, -9%, /
COc1ccc(CC(=O)NCCNC(=O)c2ccc(-c3cccc(C(F)(F)F)c3)cc2)cc1
    /, /, 7, /, 25µM*, /, -24%
CCCNC(=O)C1COC2(CCCCC2)N1C(=O)c1cccc(Cl)c1 (centres undefined)
    i, 0%, 12, 4%, -50%, -4%, -4%
COc1ccccc1OCC(=O)NCC(c1ccc(Cl)cc1)N1CCOCC1 (centres undefined)
    /, /, -11, -16%, /, -13%, /
O=c1c2c3c(sc2n(Cc2cc(=O)n4ccccc4n2)c(=O)n1-c1ccc(Cl)cc1)CCC3
    /, /, 5, 7%, /, 6%, /
Cc1ccc(NC(=O)Cn2c(=O)c(-c3noc(C)n3)c3n(c2=O)CCCCC3)c(C)c1
    -6%, 5%, -6, ?, -2%, -3%, -10%
COc1cccc(N2CC(NC(=O)COc3ccccc3F)CC2=O)c1 (centres undefined)
    /, /, 1, -4%, /, -12%, /
Cc1ccc2c(=O)c(C(=O)c3ccc(F)cc3)cn(CC(=O)NCCc3ccccc3)c2n1
    /, /, 7, -4%, /, -13%, /
COc1ccc(N2Cc3c(NCC(C)C)ncnc3N(C)CC2=O)cc1
    1%, /, 5, ?, -1%, -2%, -6%
O=C(C1CCOCC1)N1CCC2(CN[S+](=O)([O-])c3cnccc3O2)C1 (centres undefined)
    i, /, -4, -15%, 3%, 5%, i
CN1CCC(NC(=O)c2ccc3c(c2)N(S(=O)(=O)c2ccccc2F)CC3)CC1
    3%, 13%, -6, -7%, ?, 10%, ?
NS(=O)(=O)c1cccc2c1c([N+](=O)[O-])cc1nc(O)c(O)nc12
    -4%, /, /, -19%, /, -4%, /

Next structures.
Each structure is followed by: GPT2 inhibitor, Luciferase inh, IP6K1 inhibitor, SNCA expr inh, HEK293 tox, HEK293 viab, NIH3T3 tox
COc1ccc(CNC(=O)C2CN(C)C(=O)N2)cc1 (centres undefined)
    i, /, -12, 5%[87.6 µM], i, -1%[12.5 µM], 4%[138 µM]
COc1ccc(C2CC(=O)c3cc(-c4nc(-c5cccc([N+](=O)[O-])c5)cs4)c(=O)n(-c4ccccc4)c3C2)cc1 (centres undefined)
    /, /, -10, 11%, /, 1%, /
COc1ccc(C2(C(=O)N3CCN(c4ccccn4)CC3)CCOCC2)cc1
    -7%, /, -6, 2%, i, -2%, ?
O=C(CN1C(=O)NC2(CCCCC2)C1=O)Nc1cc(F)ccc1F
    1%, -1%, 23, 1%, 4%, -5%, -11%
COc1cc(SC)ccc1C(=O)N[C@H]1C[C@H]2C(=O)Nc3ccc(-c4ccc5c(c4)OCO5)cc3C(=O)N2C1
    0%, -3%, -1, -18%, ?, -2%, ?
COCCNC(=O)c1ccc(OC2CCN(Cc3cccc4c3OCO4)CC2)c(Cl)c1
    4%, -2%, 8, -4%, ?, -4%, ?
CC(c1cccc(-c2nc3c(cc2C(N)=O)CCC3)c1)N1CCCC1 (centres undefined)
    5%, 11%, -14, -24%, i, -9%, -8%
O=C(c1ccccc1Br)N1CCN(c2cc(-c3cccs3)[nH]n2)CC1
    -8%, 3%, 22, 1%, ?, 10%, ?
COC[C@H]1NC(=O)CC[C@H]1C(=O)NCc1ccccc1
    i, 1%, 0, 9%, -17%, 9%, -15%
O=C1CC(C(=O)O)C2(CCN(c3cc(C(=O)O)c4ccccc4n3)CC2)N1 (centres undefined)
    1%, 6%, -13, 5%, i, 3%, -2%
CCOc1ccccc1C(=O)N1CCc2cn(C)c3cccc(c23)C1
    -4%, 3%, 1, 14%, ?, 1%, -16%
Cc1ccc(-c2csc(=Nc3ccccc3)n2CCCO)cc1
    /, /, -10, 8%, /, -27%, /
O=C(NCc1ccccc1)c1nc2cccnc2n(CCc2ccccc2)c1=O
    -7%, /, -22, ?, ?, 4%[12.5 µM], ?

Complete entries, quoted from the list. Values in the order: GPT2 inhibitor	Luciferase inh	IP6K1 inhibitor	SNCA expr inh	HEK293 tox	HEK293 viab	NIH3T3 tox
CCOc1ccccc1C(=O)N1CCc2cn(C)c3cccc(c23)C1 across the screens: -4%	3%	1	14%	?	1%	-16%
COCCNC(=O)c1ccc(OC2CCN(Cc3cccc4c3OCO4)CC2)c(Cl)c1 across the screens: 4%	-2%	8	-4%	?	-4%	?
O=C1CC(C(=O)O)C2(CCN(c3cc(C(=O)O)c4ccccc4n3)CC2)N1 (centres undefined) across the screens: 1%	6%	-13	5%	i	3%	-2%
COc1ccc(C2(C(=O)N3CCN(c4ccccn4)CC3)CCOCC2)cc1 across the screens: -7%	/	-6	2%	i	-2%	?
O=C(c1ccccc1Br)N1CCN(c2cc(-c3cccs3)[nH]n2)CC1 across the screens: -8%	3%	22	1%	?	10%	?

Screening data from PubChem BioAssay.
